RmlCD inh mix = mixture blocks RmlC and RmlD coupled enzyme activity | RmlC/RmlD coupled enzyme inhibition, 384-well mixture HTS | inhibition, % at 5.5 µM | actives 0.39% (n = 110,000) | AID 1532; in the data active = inhibition above about 30%, passing the limit was not always enough; note: strong numbers were not always called active
HIV RNase H inh = blocks HIV-1 RNase H cleavage of RNA/DNA duplex | RT-RNase H RNA/DNA duplex cleavage, fluorescence | P04585 | inhibition, % at 10 µM | actives 1.9% (n = 65,000); in the data active = inhibition above about 50%
The depositor's hits bear a star; · = no result given.

compound,HIV RNase H inh,RmlCD inh mix
C[N+](C)(C)C(Cc1c[nH]c2ccccc12)C(=O)[O-] (centres undefined),·,5
C(=N\n1cnnc1)/c1cccnc1,0,-1
c1ccc(CSc2nnc3c(n2)OC(c2ccco2)Nc2ccccc2-3)cc1 (centres undefined),10,10
O=C(OC1CCN(c2ncc(C(F)(F)F)cc2Cl)CC1)c1ccc(Cl)cc1,·,-11
CN1CCN(CCCNC(=O)c2nnc(Cc3c(F)cccc3Cl)o2)CC1,·,-8
O=S(=O)(NCc1cccnc1)c1ccc2c(c1)OCCO2,·,73
CCS(=O)(=O)N1CCN(C(=O)CC(C)C)CC1,-4,-7
Oc1ccc(-c2nc(-c3ccc(O)c(O)c3)cs2)cc1,100*,-1
COc1cccc(NS(=O)(=O)c2cc(C)sc2C)c1,-47,-14
NC1=CC(=O)c2cccc3cccc1c23,-4,-4
Cc1[nH]n(-c2cccc(Cl)c2)c(=O)c1C=NC12CN3CN(CN(C3)C1)C2,·,-10
COc1cccc(OC)c1C(=O)Nc1ccc(CN2CCCCC2)cc1,0,45
CC(=O)N(C(C)=O)c1ccc2nc(C)[nH]c(=O)c2c1,-5,158
CCc1nnc(NC(=O)CSc2nnc(COc3ccc(C#N)cc3)n2-c2ccccc2)s1,60*,12
c1ccc2c(c1)CCCN2Cc1nnnn1CC1CCCO1 (centres undefined),3,8
CC(C)Oc1ccc(C2CC(=O)N(c3cccc(C(=O)O)c3)C2=O)cc1 (centres undefined),-10,-13

One compound at a time (already shown). Values in the order: HIV RNase H inh | RmlCD inh mix
Listed for `C(=N\n1cnnc1)/c1cccnc1` → 0 | -1
Listed for `C[N+](C)(C)C(Cc1c[nH]c2ccccc12)C(=O)[O-]` (centres undefined) → · | 5
Listed for `CCS(=O)(=O)N1CCN(C(=O)CC(C)C)CC1` → -4 | -7
Listed for `CN1CCN(CCCNC(=O)c2nnc(Cc3c(F)cccc3Cl)o2)CC1` → · | -8

Next part
compound,HIV RNase H inh,RmlCD inh mix
CCC(c1nnnn1Cc1ccc(F)cc1)N(CCCO)Cc1cc2cc3c(cc2[nH]c1=O)OCO3 (centres undefined),0,64
Cc1nnc(SCc2cc(=O)[nH]c(N3CCN(Cc4ccccc4)CC3)n2)s1,-52,-13
Cc1ccc(C(c2nnnn2C2CCCC2)N2CCN3CCCC3C2)cc1 (centres undefined),·,0
COc1ccc(Cl)cc1Nc1nc(-c2sc(NC(=O)C(C)(C)C)nc2C)cs1,·,-14
CN(C)c1ccc(NC(=O)CC2NCCNC2=O)cc1 (centres undefined),1,-12
CC1CCC(C(C)C)C(OCC(O)CN2CCN(Cc3ccccc3)CC2)C1 (centres undefined),·,-3
COCCn1c(=O)[nH]c2cc(C(=O)N3CCN(c4ccccc4OC)CC3)ccc2c1=O,-26,10
C=CCn1c(SCC(=O)N2CCOCC2)nc2scc(-c3ccco3)c2c1=O,2,-7
Cc1ccc(-c2nn3c(C)nnc3c3ccccc23)cc1S(=O)(=O)NC(C)c1ccccc1 (centres undefined),·,7
Cc1ccc(CNC(=O)CCSCCC(=O)NCc2ccc(C)cc2)cc1,·,-12
Cc1ccc(S(=O)(=O)N2CN(Cc3ccco3)c3nc4ccccc4nc32)cc1C,·,-11
Cc1cnc(C)c(N2CCC(C(=O)NCc3ccco3)CC2)n1,-19,-6
COc1ccc(Oc2c(Cl)cnn(-c3ccc(C)cc3)c2=O)cc1,·,5
CC(=O)Nc1cccc(C(=O)OCc2ccccc2)c1,-22,-3
CCOC(=O)CCCNC(=O)COC(=O)c1cccc(C)c1O,-8,1
Cc1nc2c(n1O)CCC/C2=N\O,-2,5
Cc1ccc(-c2cc(=O)c3ccc(F)cc3[nH]2)cc1,·,-13
COc1ccc(OC)c(NC(=O)CSc2nnc(C)n2Cc2ccccc2)c1,-22,7
CCC(=O)N(CC)c1nc(-c2cc(OC)ccc2OC)cs1,·,3
Cc1cc(C(=O)NC(C)C)on1,-36,2
Cc1nc([N+](=O)[O-])c(Br)n1CC(=O)c1ccccc1,·,6
CC1(C)CC(=O)C2=C(C1)Nc1ccccc1NC2c1nc2ccccc2[nH]1 (centres undefined),-7,-10
O=C(COC(=O)CNC(=O)c1ccc(Br)o1)Nc1ccc2c(c1)OCCO2,-2,-13
Cc1cc(C)c2c(n1)nn1c(NCCCN3CCOCC3)cc(C)nc21,2,·
CCOc1ccc(CNC(=O)C(CC)n2nc(C)n3c(cc4occc43)c2=O)cc1OC (centres undefined),-3,-4
COC(=O)C[C@H]1c2cc(C(F)(F)F)ccc2S(=O)(=O)N1Cc1ccccc1OC,·,-11
CC(C)(C)c1ccccc1OCCN1CCCC1,4,4
CC(C)CSc1nc2c(c(=O)[nH]c(=O)n2C)n1CC(O)COc1cccc2ccccc12 (centres undefined),-11,-16
CCOC(=O)c1c(NC(=O)c2nn(CC)cc2Br)sc2c1CCCCC2,88*,-65
COc1ccc(/C(O)=C2/C(=O)C(=O)N(CCN(C)C)C2c2ccccn2)cc1OC (centres undefined),-7,6
COCCN(CC(=O)NCc1ccc(OC)cc1)C(=O)CCC(=O)Nc1nccs1,0,6
Cc1cccc(NC(=O)Cn2c(=O)n(CCC(=O)NC3CCCC3)c(=O)c3ccccc32)c1,·,3
CCc1c(C)nc2ncnn2c1N1CCC(C(=O)Nc2cccc(C(C)=O)c2)CC1,10,-8
CN(C)c1nc(-c2ccccc2)nnc1C(F)(F)F,·,16
CC(CCC(=O)Nc1nncs1)C(=O)O (centres undefined),0,-4
Cc1ccc(-c2nnn(CC(=O)Nc3cccc4c3CCCC4)n2)o1,71*,-7
Cc1ccc(N2C(=O)/C(=C/N3CCN(C(=O)c4ccco4)CC3)C(=O)NC2=S)cc1C,·,-10
CCCC(=O)NCCCc1nc2ccccc2n1CC,-2,-6
C=CCn1c(N)c(C(=O)NCC2CCCO2)sc1=S (centres undefined),5,-1
COc1ccccc1CCn1cnc2c3cc(C)ccc3n(C)c2c1=O,7,14

Seven entries out of the list, sorted by number of heavy atoms, largest number first:
compound,HIV RNase H inh,RmlCD inh mix
Cc1cccc(NC(=O)Cn2c(=O)n(CCC(=O)NC3CCCC3)c(=O)c3ccccc32)c1,·,3
Cc1ccc(N2C(=O)/C(=C/N3CCN(C(=O)c4ccco4)CC3)C(=O)NC2=S)cc1C,·,-10
CCc1c(C)nc2ncnn2c1N1CCC(C(=O)Nc2cccc(C(C)=O)c2)CC1,10,-8
COc1ccccc1CCn1cnc2c3cc(C)ccc3n(C)c2c1=O,7,14
CCCC(=O)NCCCc1nc2ccccc2n1CC,-2,-6
CN(C)c1nc(-c2ccccc2)nnc1C(F)(F)F,·,16
CC(CCC(=O)Nc1nncs1)C(=O)O (centres undefined),0,-4

Next section.
compound,HIV RNase H inh,RmlCD inh mix
Cc1ccc(C)c(C(=O)Cn2ncc(Cl)c(Cl)c2=O)c1,·,6
CC(C)=C1C2CCC1C1C(=O)N(NC(=O)COc3ccc(Cl)c(C)c3)C(=O)C21 (centres undefined),·,0
Cc1cccc(N(CC(=O)Nc2ccc(-c3nc4ccc(C)cc4s3)cc2)S(C)(=O)=O)c1,·,-67
c1ccc2oc(SCc3cn4ccsc4n3)nc2c1,-54,-9
Cc1ccc(S(=O)(=O)NC(CC(=O)NC2CCCC2)c2ccco2)cc1 (centres undefined),-1,-182
Cc1[nH]c(=O)[nH]c(=O)c1S(=O)(=O)N1CCCC(C(=O)NCCc2ccc(Cl)cc2)C1 (centres undefined),-10,-3
COc1cccc(C(=O)Oc2cc(-c3ccccc3)no2)c1,·,-5
O=C(CN1CCCCC1)Nc1cccc([N+](=O)[O-])c1,·,1
O=C(NC1(C(F)(F)F)NC(=O)N(Cc2ccco2)C1=O)c1cccnc1 (centres undefined),-7,-7
COc1ccc(/C=N/NC(=O)CCc2c(C)n[nH]c2C)cc1OC,·,5
CCOc1ccc(C(CCc2ccccc2)NC(=O)c2ccc(OC)c(OC)c2)cc1OCC (centres undefined),·,-6
O=C(C1CCCN(S(=O)(=O)c2ccccc2)C1)N1CCCCCC1 (centres undefined),-6,·
Cc1nnc(SCCn2c(N3CCCC(C)C3)nc3c2c(=O)n(C)c(=O)n3C)s1 (centres undefined),-4,8
CCN(CC)Cc1cc2ccccc2c2c1COC2,-7,12
COC(=O)/C(=C/Nc1ccc(O)cc1)[N+](=O)[O-],·,-5
O=C(COc1ncnc2scc(-c3ccc(F)cc3)c12)NCc1ccco1,·,-20
COc1cccc(NC(=O)N2CCCC(C(=O)NCc3ccc(F)cc3)C2)c1 (centres undefined),·,-13

Some of the compounds tested. The share of hits here may be higher or lower than overall.
